STEP inh: STEP phosphatase inhibitors, primary screen, biochemical, fluorescence intensity, uHTS; actives 0.25% (n = 360,000); recombinant STEP, OMFP fluorogenic substrate; AID 588621, 2011; inhibition, % at 20 µM; Tyrosine-protein phosphatase non-receptor type 5 (Homo sapiens), P54829;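 active = inhibition at 20 µM, scaled per plate between control wells, above about 37%, limit read from the data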;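 also: 0% = DMSO with enzyme and substrate and 100% = substrate only without enzyme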
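Material: STEP (striatal-enriched tyrosine phosphatase) enzyme, cell-free; Compound dosing: 20 µM single dose in 1% DMSO; Technique: fluorescence read at 480 nm ex / 540 nm em; Times: reaction 20 min, ambient temperature; Medium: 50 mM Bis-Tris pH 6.0 with 2.5 mM DTT and 0.005% Tween 20; Also added: OMFP at 25 µM.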
SUMO1 PPI mod: modulators of SUMO1 protein-protein interactions, primary screen, biochemical, uHTS; inhibition, % at 20 µM; SUMO1 binding to a labelled peptide, TR-FRET, 1 h; Small ubiquitin-related modifier 1 (Homo sapiens), P63165; actives 0.33% (n = 360,000); in the data active = inhibition above about 37%
Target sequence (P63165 whole entry, looked up): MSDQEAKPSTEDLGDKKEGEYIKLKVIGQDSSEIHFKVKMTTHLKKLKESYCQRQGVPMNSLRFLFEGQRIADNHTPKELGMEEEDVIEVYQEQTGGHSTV
NRP1-CendR mod: modulators of CendR peptide binding to NRP-1, primary screen, biochemical, fluorescence polarization, uHTS; FAM-RPARPAR peptide binding to NRP-1; AID 602438, 2012; Neuropilin-1 (Homo sapiens), O14786; inhibition, % at 25 µM; actives 0.85% (n = 360,000);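 active = inhibition or corrected inhibition above about 18%, plus a signal ratio from 0.5 to 1.5, limit read from the data, passing the limit was not always enough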; also: strong numbers were not always called active
Scp-1 inhibitor: Scp-1 phosphatase inhibitors, primary screen, biochemical, colorimetric, uHTS; Carboxy-terminal domain RNA polymerase II polypeptide A small phosphatase 1 (Homo …; Recombinant Scp1, phosphopeptide, malachite green phosphate absorbance; inhibition, % at 20 µM; actives 0.88% (n = 340,000); AID 493091, 2011;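 active = inhibition above about 50% at 20 µM, limit read from the data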;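 also: plate controls were DMSO wells with enzyme for no effect and wells lacking enzyme for full effect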
Target sequence (Q9GZU7 76-261 limits assumed): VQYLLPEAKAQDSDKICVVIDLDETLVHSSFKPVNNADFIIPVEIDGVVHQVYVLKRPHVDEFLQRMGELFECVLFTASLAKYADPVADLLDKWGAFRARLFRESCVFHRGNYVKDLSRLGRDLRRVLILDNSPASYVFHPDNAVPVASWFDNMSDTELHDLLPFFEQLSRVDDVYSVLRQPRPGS
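Test system: SCP-1 catalytic domain; Buffer or medium: Acidic Tris acetate buffer with magnesium and detergent; Also added: Phosphorylated 17-residue peptide substrate; Compound: single 20 µM dose, 1% DMSO; Schedule: enzyme reaction 45 min at room temperature, colour 5 min, stabilisation 30 min; Signal: Phosphate-binding colour reagent, absorbance read at 630 nm.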
Rpn11 block: Rpn11 (PSMD14) deubiquitinase inhibitors, primary screen, biochemical, fluorescence polarization, uHTS; 26S proteasome non-ATPase regulatory subunit 14 (Homo sapiens), O00487; human 26S proteasome, Ub4-pepOG fluorescence polarization; 20S core pre-blocked with epoxomicin; calls only at 20 µM; actives 0.59% (n = 360,000); AID 588493, 2011;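 active = inhibition at 20 µM, scaled to each plate's controls, above about 33%, limit read from the data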
Target sequence (O00487 whole entry, looked up): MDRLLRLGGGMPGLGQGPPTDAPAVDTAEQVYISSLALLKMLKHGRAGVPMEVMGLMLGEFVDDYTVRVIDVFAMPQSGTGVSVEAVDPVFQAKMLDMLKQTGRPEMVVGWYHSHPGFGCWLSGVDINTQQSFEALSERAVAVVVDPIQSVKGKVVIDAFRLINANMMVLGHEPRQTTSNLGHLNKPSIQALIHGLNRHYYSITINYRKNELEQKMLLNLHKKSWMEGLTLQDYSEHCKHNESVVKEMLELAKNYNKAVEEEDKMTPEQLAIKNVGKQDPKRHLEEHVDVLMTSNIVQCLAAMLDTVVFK
SKN-1 block: suppressors of acrylamide-induced Pgst-4::GFP reporter in worms, primary screen, SKN-1 inhibitor project, whole organism, uHTS, GFP/RFP fluorescence ratio, strain VP596; C. elegans VP596 Pgst-4::GFP/RFP ratio, 24 h; inhibition, % at 21.8 µM; actives 0.49% (n = 360,000); AID 624304, 2012;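 active = interference check ratio from 0.5 to 1.5 plus GFP to RFP signal ratio inhibition reaching or exceeding a fixed threshold, cut at about 30% in these data, passing the limit was not always enough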; also: some compounds called inactive have numbers as strong as hits
NadD inh: inhibitors of S. aureus NadD, primary screen, biochemical, colorimetric, uHTS | Nicotinate-nucleotide adenylyltransferase NadD (Staphylococcus aureus N315) | purified NadD enzyme, colorimetric absorbance read-out | inhibition, % at 20 µM | actives 0.78% (n = 360,000); in the data active = inhibition above about 26%; also: some compounds past the cut are filed as inactive
MT1-MMP act inh: blockers of MT1-MMP proenzyme processing, primary screen, HT1080 RFP-PRO-GFP cells, GFP/RFP fluorescence; Matrix metalloproteinase-14 (Homo sapiens), P50281; GFP/RFP ratio fluorescence, overnight; percent of plate control window, DMSO zero; GFP/RFP ratio change, % at 20 µM; actives 0.061% (n = 360,000); AID 651647, 2012;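 active = GFP/RFP ratio change of at least 30% with cell ATP level not reduced by more than half and red fluorescence within 50% of control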; also: strong numbers were not always called active
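Compound: 20 µM single dose, 1% DMSO / System: HT1080 RFP-PRO-GFP cells / Controls: DMSO and RFP-L50D-GFP cell wells / Read-out basis: GFP/RFP fluorescence ratio / Schedule: overnight compound exposure at 37 °C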
DNMT1 block: human DNMT1 methyltransferase inhibitors, primary screen, biochemical, molecular beacon, fluorescence, HinP1I cleavage, uHTS. actives 0.83% (n = 360,000). inhibition (reported as % activation of signal), % at 10 µM; in the data active = inhibition above about 50%
LMPTP inh: LMPTP phosphatase inhibitors, primary screen, biochemical, fluorescence intensity, uHTS; recombinant LMPTP-A, OMFP fluorogenic substrate; inhibition, % at 20 µM; Low molecular weight phosphotyrosine protein phosphatase (Homo sapiens), P24666; AID 651560, 2012; actives 0.22% (n = 360,000);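 active = compounds that cut the enzyme signal by at least half of the control window in the single-dose screen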;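 also: plate controls were DMSO wells with enzyme plus substrate for no effect and substrate without enzyme for full effect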
Target sequence (P24666 whole entry, looked up): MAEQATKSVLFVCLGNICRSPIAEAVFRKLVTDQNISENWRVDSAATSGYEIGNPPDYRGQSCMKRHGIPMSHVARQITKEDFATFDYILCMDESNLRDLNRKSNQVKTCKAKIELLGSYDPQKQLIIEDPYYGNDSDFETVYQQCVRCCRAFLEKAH
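Test system – LMPTP-A enzyme · Amount – LMPTP-A at 0.625 nM final in the reaction · Buffer or medium – Bis-Tris pH 6.0, DTT, detergent · Reagent – OMFP 400 µM · Doses – single 20 µM dose · Schedule – reaction 50 min, room temperature, dark · Detection – fluorescence intensity of OMFP turnover product · Evaluation – percent inhibition versus substrate-only and uninhibited controls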
* hit, by the source's call; i = inactive; . = not tested or not shown; + = active, no number.

SMILES	STEP inh	SUMO1 PPI mod	NRP1-CendR mod	Scp-1 inhibitor	Rpn11 block	SKN-1 block	NadD inh	MT1-MMP act inh	DNMT1 block	LMPTP inh
Cc1ccc(NCC(=O)N/N=C/c2ccc(OC(=O)c3ccco3)cc2)cc1	4	0	-2	1	i	1	6	1	1	-0.1
O=C(N/N=C/c1cn(-c2cccs2)nc1-c1ccccc1)c1ccccc1Br	0	2	-19	-11	i	12	17	3	-9	3.6
CCOc1ccc(CNS(=O)(=O)c2ccc3c(c2)CC(=O)N3C)cc1	0	3	-5	-9	i	-3	1	-1	3	2.0
CNc1cncc(-c2cnn(CC(C)C)c2)n1	0	-6	19	.	i	8	-3	3	-5	0.0
COc1cccc(NC(=O)Nc2nc(SC(C)(C)C)ns2)c1	0	5	15	-9	i	2	-9	10	-4	3.1
NC(=O)COC(=O)c1c2c(nc3ccccc13)CCC2	1	4	20*	21	i	1	0	-8	1	1.6
Cc1ccc(-n2nc(C)c(C3(O)C(=O)N(C(C)C)c4ccccc43)c2N)cc1 (stereo not given)	0	-6	4	-7	i	2	-3	-1	0	-1.2
CCOC(=O)C1(Cc2cccc(OC)c2)CCN(Cc2cnc(SC)nc2)CC1	1	-2	0	-3	i	3	-7	0	-1	0.2
N/C(Cc1ccc(Cl)cc1Cl)=N\OC(=O)Cc1ccccc1	0	-6	-8	1	i	0	-7	-3	2	1.5
COc1ccc(Cl)cc1NC(=O)CN1C(=O)NC2(CCCC2)C1=O	-2	-5	-3	2	i	1	-7	1	-2	1.0

Taken from the results shown (2 entries):
SMILES	STEP inh	SUMO1 PPI mod	NRP1-CendR mod	Scp-1 inhibitor	Rpn11 block	SKN-1 block	NadD inh	MT1-MMP act inh	DNMT1 block	LMPTP inh
Cc1ccc(NCC(=O)N/N=C/c2ccc(OC(=O)c3ccco3)cc2)cc1	4	0	-2	1	i	1	6	1	1	-0.1
O=C(N/N=C/c1cn(-c2cccs2)nc1-c1ccccc1)c1ccccc1Br	0	2	-19	-11	i	12	17	3	-9	3.6

Further records follow.
SMILES	STEP inh	SUMO1 PPI mod	NRP1-CendR mod	Scp-1 inhibitor	Rpn11 block	SKN-1 block	NadD inh	MT1-MMP act inh	DNMT1 block	LMPTP inh
O=C(NCN1CCCCC1)c1cccnc1	-3	-1	-17	-8	i	-4	12	-2	8	-0.3
CC(C)NC(=O)CSc1nnc(-c2ccco2)n1N	-2	1	-5	-4	i	-3	-1	-1	6	-1.8
CN1CCN(C(=O)C2=C[C@@H](C(C)(C)C)C[C@@H](OCc3ccc(CO)cc3)O2)CC1	0	10	12	2	i	-1	-7	-1	4	-3.7
COC(=O)c1ccc(NC(=O)CN2CCC(NC(=O)c3ccccc3F)CC2)cc1	-4	12	8	.	i	9	-3	4	1	-1.3
COc1ccc(Nc2nnc(SCC(=O)N3CCCC3)s2)cc1	-5	3	1	-2	i	-16	-1	9	2	0.0
O=C(CN1C(=O)C2CC=CCC2C1=O)NC1=NCCS1 (stereo not given)	3	2	1	-3	i	-26	-4	0	3	0.6
CC(C)CNC(=S)N1CCN(C)CC1	-6	1	-15	-13	i	17	6	-2	-2	-4.2
N#CCc1ccc(C(=O)c2ccccc2F)s1	0	-1	-9	-5	i	-11	-3	1	-8	0.4
C#CCN1N=C(c2ccc(C)cc2)CSC1=O	2	-4	-11	-11	i	4	-9	4	3	0.2
C[n+]1c2n(c3ccccc31)N=C(c1cc(C(C)(C)C)c(O)c(C(C)(C)C)c1)CS2	2	-13	-1	9	i	-1	8	-24	4	2.3
O=C(CN1C(=O)c2ccccc2S1(=O)=O)NCc1ccc(F)cc1	5	5	9	-2	i	-12	-1	-1	0	-0.9
CC(C)c1ccc(S(=O)(=O)N2CCN(CC(=O)c3ccc(O)c(O)c3)CC2)cc1	2	-3	-9	.	i	10	3	3	4	68*
CCOC(=O)N1CCC(NC(=O)c2ccc(CS(=O)c3cccc(C)c3)o2)CC1 (stereo not given)	-2	0	-7	-6	i	10	-4	2	1	0.7
COc1ccc2cc(-c3[nH]ncc3CN3CCCN(c4ccccc4)CC3)ccc2c1	3	-2	1	-2	i	9	25	0	-12	-0.6
Cc1ccc(-n2ncc3c(=O)n(CC(=O)NC4CCCC4)cnc32)cc1C	2	2	-8	-8	i	-18	-6	-1	0	3.1
CC(C)CNC(=O)c1ccccc1NC(=O)CN(c1ccc2c(c1)OCCO2)S(C)(=O)=O	-1	2	-6	0	i	10	0	18	1	-0.5
O=C(CC1CC1)N[C@@H]1CC[C@@H](CCNS(=O)(=O)c2ccc(F)cc2)O[C@@H]1CO	.	-1	5	.	.	0	.	2	.	-2.2
Cc1ccc(C)c(OCC(=O)N2CCOCC2)c1	1	4	-10	-8	i	19	2	0	-7	-0.7
Nc1nc(SCc2ccccc2)c2[nH]cnc2n1	-1	2	6	2	i	1	0	1	1	-0.1
O=S(=O)(NCC(c1cccnc1)N1CCOCC1)c1ccc(Cl)cc1 (stereo not given)	-3	-3	-2	-8	i	10	-1	0	-9	-0.9
Cc1ccccc1-c1nc(S(=O)(=O)c2ccccc2)c(NCCCN2CCOCC2)o1	-2	-1	4	3	i	-15	-8	3	-5	-2.3
CN1c2ccccc2Oc2c(c(=O)n(C)c(=O)n2C)C1c1cccc([N+](=O)[O-])c1 (stereo not given)	0	-9	0	-8	i	9	-9	-5	1	-1.4
CCn1nc(C)c(CNC(=O)C2CCC(=O)N(Cc3cccc(F)c3)C2)c1C (stereo not given)	-3	-3	16	-3	i	15	4	1	0	0.3
CN1C(=O)N(C)c2ccc(Br)c3cccc1c23	2	-7	4	-14	i	15	-12	-4	7	1.4
COc1ccccc1NC(=O)CCc1nc(-c2cccs2)no1	4	-3	2	-3	i	2	-8	5	-2	-2.3
CN(C)c1ccc(CN(C(=O)COc2ccc(Br)cc2)C2CCS(=O)(=O)C2)cc1 (stereo not given)	-9	5	1	-7	i	18	4	0	-6	0.9
N/C(=N\OC(=O)c1ccc2c(c1)OCO2)c1cccnc1	3	1	6	-5	i	10	-1	1	2	-0.7
CC(=O)c1c(C)[nH]c(C(=O)OCC(=O)Nc2sc3c(c2C#N)CCCC3)c1C	1	6	-20	-3	i	-3	6	-11	-13	1.9
Cc1[nH]c2ccccc2c1/C=N/Nc1cccc(C(=O)O)c1	-1	8	-33	6	i	-2	4	-1	-4	-1.1
C[C@@H]1O[C@H](C2CCCC2)Cc2[nH]c(=S)[nH]c(=O)c21	.	-5	-1	.	.	0	3	-1	.	-1.8
Cc1cc(NC(=O)C2CC(c3ccc(Cl)cc3)=NO2)no1 (stereo not given)	0	-1	-5	-1	i	10	2	14	1	-1.2
O=C(O)c1cccc(O)c1O	-3	1	-5	-17	i	19	-2	-4	2	-1.4
COc1ccc(NS(=O)(=O)c2cccc(Cl)c2Cl)cc1S(=O)(=O)N1CCCCC1	0	2	-1	-10	i	-9	-7	-4	0	-1.3
CCCCN(Cc1cc2ccccc2[nH]c1=O)S(=O)(=O)c1ccc(C)cc1	-2	2	7	-7	i	6	-4	-7	-3	-0.8
CCOc1ccc(C(C)C)cc1S(=O)(=O)N1CCN(C(=O)c2ccco2)CC1	3	5	6	-5	i	-4	-2	-2	0	0.0
CC1CC(C)CN(CCCNC(=O)Cn2ncc3c(=O)oc4ccccc4c32)C1 (stereo not given)	1	-2	5	-9	i	-20	1	-3	2	-1.9
C/C(=C\C(=O)c1ccccc1)Nc1ccc(Cl)c(Br)c1	4	-1	0	-7	i	-7	-5	-22	1	-0.4
CC(C)c1ccc(/C=N/NC(=O)c2nnn(-c3nonc3N)c2CSC2=NCCS2)cc1	2	-2	-4	-11	i	0	32*	-2	-13	1.4
O=C(Nc1ccccc1C(=O)Nc1ccccn1)c1cc(F)c(F)cc1Cl	2	4	21	1	i	-4	-9	0	0	-0.7
O=C(CSCc1ccc([N+](=O)[O-])cc1)Nc1ccccc1C(=O)O	1	-14	6	-7	i	1	2	1	-1	-2.2
CCCC(=O)c1ccc(N2CCN(C(=O)c3ccc(Br)cc3)CC2)c(F)c1	6	-4	7	-6	i	10	-2	6	-1	3.6
Cc1ccccc1OCCN1C(=O)C(=O)c2cccc(C)c21	4	-2	-8	-12	i	9	-1	-2	-8	2.5
O=C(Nc1cccc(S(=O)(=O)N2CCCCC2)c1)C1=NN(c2ccccc2)C(=O)CC1	3	-5	-5	-10	i	2	8	1	-11	-0.9
Cc1cccc(OCc2nnc(SCc3nc4cc(C(F)(F)F)ccc4c(=O)[nH]3)o2)c1	0	-2	-23	-6	+	18	19	-12	-8	-0.3
CCOC(=O)C1CCCN(C(=O)c2ccc([N+](=O)[O-])c(C)c2)C1 (stereo not given)	-1	-19	-5	0	i	-14	4	2	13	-1.3
COc1ccc(NC(=O)Nn2cnnc2)cc1OC	1	0	7	1	i	9	-5	-4	2	-1.0
CCn1c(SCC(=O)Nc2ccccc2OC)nc2ccccc2c1=O	0	1	-9	0	i	1	-3	0	0	-0.2
COc1cc(-c2nc3ccccn3c2N)ccc1O	-1	-12	5	1	i	-34	-1	0	-4	0.5
Oc1ccc(NC(=S)Nc2ccc(O)cc2)cc1	1	12	11	2	i	-7	-3	9	-6	4.5
Cn1cnc2nc3n(c2c1=O)CCC3	0	15	-8	-7	i	0	-5	4	9	-1.4
Cc1ccc(C)c(CNS(=O)(=O)c2c(C)[nH]c(C)c2C(=O)N2CCCC2)c1	-2	4	3	-1	i	11	-1	-1	4	-0.8
O=C(COc1ccccc1Cl)NCCCNC(=O)c1cnccn1	0	-1	8	-8	i	5	2	2	1	-1.3

Source: PubChem (Sanford-Burnham Center for Chemical Genomics)

An unsorted share of the library; overall some 3.9% were active at least once.
